RPL19A-GFP yeast: yeast TOR pathway RPL19A-GFP modulation; S. cerevisiae RPL19A-GFP strain, flow cytometry, 3 h; active compounds read low; percent response vs DMSO, % at 10 µM; 330,000 tested, 0.3% active;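 active = percent response vs DMSO below 50%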;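 also: median channel GFP fluorescence of the barcoded RPL19A-GFP strain; ratio of sample median GFP to plate DMSO average so 100% = DMSO; lower means less RPL19A-GFP as with rapamycin TOR inhibition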
procasp3 activ: activates human procaspase-3; P42574; recombinant procaspase-3 D3A, Ac-DEVD-pNA absorbance 405 nm; activation, % at 8.5 µM; 330,000 tested, 0.11% active; AID 463141;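 active = activation above the mean of all tested compounds plus 3 SD, cut at about 21% in these data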;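 also: 0% = DMSO alone and 100% = DMSO wells spiked with extra 5 µM PC-3 D3A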
Target sequence (P42574 whole entry D9A/D28A/D175A): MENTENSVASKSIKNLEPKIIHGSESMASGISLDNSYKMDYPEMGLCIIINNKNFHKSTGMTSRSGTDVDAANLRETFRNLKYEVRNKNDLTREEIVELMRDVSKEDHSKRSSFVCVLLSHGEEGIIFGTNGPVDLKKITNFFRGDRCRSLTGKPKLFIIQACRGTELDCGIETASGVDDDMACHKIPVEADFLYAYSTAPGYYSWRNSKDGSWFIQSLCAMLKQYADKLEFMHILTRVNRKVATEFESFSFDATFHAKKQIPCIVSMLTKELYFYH
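Assay system – Procaspase-3 D3A mutant, all three cleavage aspartates alanine · Controls – DMSO-only low control, 5 µM PC-3 D3A high control · Schedule – 1 h compound preincubation, 2 h substrate hydrolysis at 25 °C · Signal – 405 nm absorbance of p-nitroaniline, reads at 0 and 120 min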
JMJD2C inh: blocks human GASC-1 demethylase activity; inhibition, % at 2.35 µM; 330,000 tested, 0.069% active; Q9H3R0; GST-JMJD2C(1-420) H3K9me3 demethylation, DELFIA europium; AID 2099;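 active = more than half of a compound's replicate wells show inhibition beyond 50%, single wells judged on their own value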;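 also: signal counts dimethyl H3K9 product captured on neutravidin plate; 0% = median of DMSO wells and 100% = 0.3 times that DMSO median; strong numbers were not always called active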
procasp7 counter: counter-screen: procaspase-7 (human) activation | P55210 | recombinant procaspase-7, Ac-DEVD-pNA absorbance 405 nm; D23A/D198A/D206A triple mutant, cannot self-cleave; scale: DMSO 0, 5 µM enzyme 100 | activation, % at 8.5 µM | 330,000 tested, 0.093% active;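 active = percent activation above the screen-wide mean plus 3 SD, cut at about 25% in these data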
Target sequence (P55210 whole entry D23A/D198A/D206A): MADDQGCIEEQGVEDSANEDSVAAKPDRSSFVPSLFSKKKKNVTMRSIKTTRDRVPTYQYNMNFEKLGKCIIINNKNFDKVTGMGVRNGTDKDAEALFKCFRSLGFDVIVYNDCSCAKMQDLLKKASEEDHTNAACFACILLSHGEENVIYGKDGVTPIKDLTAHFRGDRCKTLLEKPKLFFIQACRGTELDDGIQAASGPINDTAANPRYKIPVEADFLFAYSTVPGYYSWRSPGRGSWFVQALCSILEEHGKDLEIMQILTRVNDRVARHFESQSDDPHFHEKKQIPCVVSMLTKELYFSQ
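Assay system: Uncleavable procaspase-7 mutant enzyme; Input: 2 µM procaspase-7 mutant as dispensed; Also added: DEVD-pNA substrate; Medium: Zinc-free HEPES pH 7.4 with 300 mM NaCl, 0.01% Triton X-100; Timing: 1 h compound preincubation, 2 h substrate cleavage, 25 °C; Measured by: Epi-absorbance of released pNA at 405 nm, two timepoints.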
Yeast superoxide: lowers age-related superoxide in aged yeast cells | AID 2690 | superoxide response (% of plate mean), % at 10 µM | S. cerevisiae aged cells, superoxide DHE fluorescence; active compounds read low | 330,000 tested, 0.18% active;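 active = superoxide response under a set limit, about three screen SD below normal, cut at about 65% in these data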;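 also: yeast aged for seven days with compound at 30 °C before DHE staining; 100% = average MFI of all compound-treated wells on the plate with controls excluded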
MEP2-GFP yeast: yeast TOR pathway MEP2-GFP modulation | 330,000 tested, 0.51% active | GFP response vs DMSO, % at 10 µM | AID 2016 | S. cerevisiae MEP2-GFP strain, flow cytometry GFP, 3 h; 100% = DMSO control level;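 active = GFP response versus DMSO above a set limit, roughly screen mean plus 3 SD, cut at about 180% in these data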;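 also: median GFP fluorescence of the barcode-gated MEP2-GFP cells per well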
LAP4-GFP MLPCN: yeast TOR pathway LAP4-GFP modulation; AID 2023; S. cerevisiae LAP4-GFP multiplex, flow cytometry GFP, 3 h; median GFP as percent of DMSO wells; 320,000 tested, 0.34% active; GFP response vs DMSO, % at 10 µM;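 active = GFP response vs DMSO above a set limit, about the screen mean plus 3 SD, cut at about 150% in these data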
AHR activator: human AHR activation. P35869. activation, % at 5 µM. 320,000 tested, 2.5% active. AHR-responsive luciferase reporter cells, luminescence; in the data active = activation above about 47%;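 also: 0% = vehicle wells and 100% = reference agonist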
* hit, by the source's call; nt = not tested or not shown; [ ] = dose if it differs, or a comment.

Second line of a record: RPL19A-GFP yeast	procasp3 activ	JMJD2C inh	procasp7 counter	Yeast superoxide	MEP2-GFP yeast	LAP4-GFP MLPCN	AHR activator
CC(=O)c1cccc(NC(=O)CN(C2CCCCC2)S(C)(=O)=O)c1
    104	-3	18	7	96	102	105	5
O=C(CSc1nnc(-c2ccncc2)o1)Nc1ccccc1C(F)(F)F
    102	7	23	-7	103	106	105	12
Cc1ccc(N(CC(O)CN2CCCCC2)S(=O)(=O)c2ccccc2)cc1 (centres undefined)
    95	9	-10	3	88	109	97	0
CCC(=O)NCc1ccc(-c2nc3ncccc3o2)cc1
    105	-1	0	7	100	113	93	6
COC(=O)CNC(=O)c1ccccc1C
    96	-1	0	11	101	106	102	1
Cc1ccc(OCCC(=O)OCC(=O)NC(=O)NC2CCCC2)cc1
    85	-2	0	-9	91	80	96	-1
S=C(c1ccc(-c2ccc(Br)cc2)o1)N1CCOCC1
    98	-16	-3	-6	105	107	117	11
CC(C)COc1ccc(C(=O)N(Cc2ccco2)C2CCS(=O)(=O)C2)cc1 (centres undefined)
    98	-8	21	10	106	97	107	-2
Cc1nn(-c2ccc(N3CCOCC3)nn2)c(C)c1CCC(=O)NCc1ccc(F)cc1
    94	5	30	-1	90	95	88	2
COc1ccccc1CN1CCN(Cc2ccc3ccccc3c2)CC1
    103	-7	-5	-7	95	102	92	0
O=C(CSc1nnc(-c2ccc(Cl)cc2)o1)NNC(=O)c1ccncc1
    101	18	-11	5	118	106	108	7
Cc1ccc(S(=O)(=O)N2CCCC2C(=O)Nc2nc3c(s2)CCCC3)cc1 (centres undefined)
    102	3	4	7	95	93	111	5
COc1ccccc1/C=N/n1c(N)c(S(=O)(=O)c2cccs2)c2nc3ccccc3nc21
    99	1	14	7	115	96	85	6
Cc1cccn2c(=O)c3cc(C(=O)NCC4CCCO4)c(=N)n(Cc4ccc(F)cc4)c3nc12 (centres undefined)
    97	-11	48	-9	99	92	91	2
CC(c1ccccc1)N1CC(C(=O)N2CCN(c3ccc(F)cc3)CC2)CC1=O (centres undefined)
    98	-1	14	3	110	101	95	-1
CCOC(=O)Cn1c(=O)oc2cc(S(=O)(=O)N(C)Cc3ccccc3)ccc21
    98	9	-13	3	81	104	105	1
Cc1ccc(C)c(Nc2nc(N)c3ccccc3n2)c1
    98	7	-34	7	82	100	120	10
CCOC(=O)c1c(C)[nH]c(C(=O)CSc2nc3ccccc3o2)c1C
    99	1	3	7	102	104	95	18
COc1ccc(-c2noc(CN(C)Cc3ccccc3)n2)cc1
    102	-3	-5	3	87	104	110	5
Cc1c(/C=C/C(=O)c2ccccc2)cnn1C
    100	12	1	6	88	107	102	0

Four compounds from above, reduced to RPL19A-GFP yeast:
Compound,RPL19A-GFP yeast
Cc1ccc(S(=O)(=O)N2CCCC2C(=O)Nc2nc3c(s2)CCCC3)cc1 (centres undefined),102
COc1ccccc1/C=N/n1c(N)c(S(=O)(=O)c2cccs2)c2nc3ccccc3nc21,99
Cc1cccn2c(=O)c3cc(C(=O)NCC4CCCO4)c(=N)n(Cc4ccc(F)cc4)c3nc12 (centres undefined),97
CC(c1ccccc1)N1CC(C(=O)N2CCN(c3ccc(F)cc3)CC2)CC1=O (centres undefined),98

Next structures.
Second line of a record: RPL19A-GFP yeast	procasp3 activ	JMJD2C inh	procasp7 counter	Yeast superoxide	MEP2-GFP yeast	LAP4-GFP MLPCN	AHR activator
Cc1ccc(C)c(N2CCN(CC3CC=CCC3)CC2)c1 (centres undefined)
    96	2	-9	7	90	101	96	0
Cc1ccc(C2CC(=O)N(c3ccc(F)cc3)C3=C2C(=O)CCC3)cc1 (centres undefined)
    96	1	2	6	90	97	97	-2
O=C(C1CCCN(S(=O)(=O)c2cnc[nH]2)C1)N(CCc1ccccc1)Cc1ccccc1 (centres undefined)
    104	3	4	7	95	98	99	-1
COc1ccc(OC)c(CNC(=O)C2CCC(=O)N2C(C)C)c1 (centres undefined)
    106	-7	-5	4	136	109	100	1
COc1cccc(C(=O)NN2c3ccccc3CCc3ccccc32)c1
    99	-7	0	1	122	102	96	2
O=C(O)CCCCCNc1nc(=S)[nH]c2ccccc12
    100	-13	-2	2	114	105	97	3
COC(=O)/C=C1\N/C(=N\c2nc(C)cc(C)n2)N(c2ccc(Cl)cc2)C1=O
    95	-4	-4	1	109	98	111	0
Cc1cccc(N2CCN(C(=O)C3CCN(S(=O)(=O)N4CCOCC4)CC3)CC2)c1C
    96	0	28	4	85	98	100	-1
COc1ccc(Oc2nc(C)cc(C)c2C#N)cc1
    96	2	1	2	77	98	114	22
CCN(CC)C(=O)c1cn(CCC#N)nc1-c1ccc2c(c1)OCCO2
    100	5	-12	6	102	68	97	0
O=C(CSc1ncn[nH]1)c1ccco1
    99	4	1	13	100	97	98	-2
CCOC(=O)c1sc(NC(=O)COC(=O)Cn2cnc3ccccc32)c(C(=O)OCC)c1C
    99	-15	-13	-7	115	89	91	14
O=C(CCCSc1nc2ccccc2[nH]1)NCc1ccccc1F
    101	-3	-17	12	100	100	98	5
Cn1c(SCc2cc(=O)[nH]c3ccccc23)nnc1-c1ccc(Br)cc1
    93	11	14	3	103	99	98	1
Nc1ccccc1-c1nnn(CC(=O)Nc2ccc3c(c2)OCCO3)n1
    103	-4	7	1	103	105	88	0
COc1cc(CN(C)CC2CCCN(CCc3ccccc3F)C2)cc(Cl)c1OC (centres undefined)
    104	nt	2	nt	107	135	105	nt
COc1cccc(NC(=O)C2CCCCC2)c1
    98	3	11	-5	112	99	107	23
c1cncc(-c2cnc3ccccc3c2)c1
    95	-2	4	6	106	99	112	18
CCn1cc(C(=O)N2CCN(c3ccccn3)CC2)c2cc(OC)c(OC)cc2c1=O
    98	5	-9	4	106	97	102	0
Cc1ccc2nc(N3C(=O)C(O)=C(C(=O)c4ccco4)C3c3ccc(O)cc3)sc2c1 (centres undefined)
    105	-22	-2	-38	126	110	96	4
COc1cc(OC)cc(C(=O)Nc2ncn[nH]2)c1
    98	4	8	11	89	83	91	11
CCCS(=O)(=O)c1c(S(=O)(=O)CCC)c2c3ccccc3ccn2c1C(=O)OC
    94	-6	-6	7	107	102	90	3
Cc1ccc(Cn2cc(SCC(N)=O)c3ccccc32)cc1
    98	-1	-23	6	90	102	111	2
COc1ccc(-c2nc(CS(=O)CC(=O)NCc3ccc4c(c3)OCO4)c(C)o2)cc1 (centres undefined)
    102	-2	-4	-3	84	96	114	14
O=C(CN1C(=O)c2ccccc2C1=O)NCc1ccc(F)cc1
    108	1	-15	4	107	117	99	-3
CC(Oc1ccccc1)C(=O)NC1CCCCCCC1 (centres undefined)
    110	-3	-16	8	94	96	91	-2
CCC(OC(=O)c1ccco1)C(=O)NCc1ccc(C)cc1 (centres undefined)
    96	-2	-4	3	103	106[may fluoresce red]	96	1
CCCC(c1nnnn1Cc1ccc(F)cc1)N1CCN(CC)CC1 (centres undefined)
    105	-1	-1	1	97	106	102	6
CCCCn1c(=O)nc2n(-c3ccc(Cl)cc3)c3ccccc3cc-2c1=O
    109	-2	-4	-6	98	112	92	2
Cc1ccc(S(=O)(=O)N2CCN(C(=O)c3cccs3)CC2)cc1C
    97	-2	-12	9	103	97	100	2
C=CCn1c(N)c(C(=O)OCC)sc1=S
    94	-7	32	2	105	95	96	-5
CCCn1c(SCC(=O)NCc2cccs2)nc2c1c(=O)n(C)c(=O)n2C
    99	-2	-18	-5	93	98	102	11
COc1ccc(OC)c(NC(=O)CCN2CCN(CCO)CC2)c1
    109	5	3	0	92	110	97	-2
O=C(Nc1nnc(CC(=O)N2CCOCC2)s1)c1cccs1
    100	6	13	6	91	112	104	2
O=C(/C=C/c1ccc2c(c1)OCO2)NCCCN1CCOCC1
    101	6	1	8	92	99	91	3
COc1cc(OC)c(C(=O)O/N=C(\N)c2ccccc2)cc1OC
    100	-3	-17	10	97	108	98	78*
CN(C)S(=O)(=O)N(CC(=O)Nc1ccc(F)c(F)c1)c1ccccc1
    97	6	22	-2	92	103	96	0
CC1CCCCN1CC(O)COCc1ccccc1 (centres undefined)
    103	nt	-8	nt	96	99	93	nt
O=C1NC(=O)/C(=C\c2ccc(O)cc2O)S1
    114	-9	7	-5	110	118	117	12
CC(=O)N1CCc2cc(S(=O)(=O)NC(CC(C)C)C(=O)N3CCc4ccccc4C3)ccc21 (centres undefined)
    102	11	23	0	95	101	93	0
O=C(COc1ccccc1)Nc1cccc2nsnc12
    99	-17	4	-13	100	107	109	6
Cc1nnsc1C(=O)N1CCCC(Nc2ccc(C(C)C)cc2)C1 (centres undefined)
    112	0	-10	11	118	113	100	8
CCc1ccc(NC(=O)C(CC)c2ccccc2)cc1 (centres undefined)
    95	1	-10	0	130	111	120	2
COC(=O)N1c2ccccc2CCc2ccccc21
    104	-6	-2	5	110	106	105	2
CC(NC(=S)NCCN1CCOCC1)C12CC3CC(CC(C3)C1)C2 (centres undefined)
    100	-5	17	-12	87	106	94	-1
Cc1onc(-c2ccccc2)c1C(=O)Nc1nnc(-c2ccncc2)s1
    102	-3	3	1	113	104	109	4

Source: PubChem BioAssay
